core dimer inh – inhibitors of HCV core protein dimerization, primary screen, biochemical, TR-FRET, high-throughput. TR-FRET GST/Flag-core106 dimerization, 1536-well. inhibition, % at 5 µM. 300,000 compounds, 0.33% hits. AID 1899, 2009;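 active = inhibition above the mean of all tested compounds plus 3 SD, set per screening campaign, cut at about 45% in these data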
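Assay system: Tagged HCV core106 pair (GST and Flag) | Buffer or medium: KF-containing HEPES buffer, pH 7.45, DTT, CHAPS, BSA | Also added: Eu donor and XL665 acceptor anti-tag antibodies | Dosing: One concentration, 5 µM, in 0.5% DMSO | Timing: 4 h at 22.5 °C | Technique: TR-FRET 671 and 617 nm emission | Repeats: Singlicate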
PREPL inhibitor – PREPL enzyme inhibitors, primary screen, biochemical, fluorescence polarization; Prolyl endopeptidase-like (Homo sapiens), Q4J6C6; recombinant PREPL, fluorescence polarization activity-based probe; inhibition, % at 5.96 µM; 320,000 compounds, 0.68% hits; in the data active = inhibition above about 43%;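 also: 0% = enzyme with DMSO and 100% = wells lacking enzyme; many of its hits are not listed in these tables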
Target sequence (Q4J6C6 whole entry, looked up): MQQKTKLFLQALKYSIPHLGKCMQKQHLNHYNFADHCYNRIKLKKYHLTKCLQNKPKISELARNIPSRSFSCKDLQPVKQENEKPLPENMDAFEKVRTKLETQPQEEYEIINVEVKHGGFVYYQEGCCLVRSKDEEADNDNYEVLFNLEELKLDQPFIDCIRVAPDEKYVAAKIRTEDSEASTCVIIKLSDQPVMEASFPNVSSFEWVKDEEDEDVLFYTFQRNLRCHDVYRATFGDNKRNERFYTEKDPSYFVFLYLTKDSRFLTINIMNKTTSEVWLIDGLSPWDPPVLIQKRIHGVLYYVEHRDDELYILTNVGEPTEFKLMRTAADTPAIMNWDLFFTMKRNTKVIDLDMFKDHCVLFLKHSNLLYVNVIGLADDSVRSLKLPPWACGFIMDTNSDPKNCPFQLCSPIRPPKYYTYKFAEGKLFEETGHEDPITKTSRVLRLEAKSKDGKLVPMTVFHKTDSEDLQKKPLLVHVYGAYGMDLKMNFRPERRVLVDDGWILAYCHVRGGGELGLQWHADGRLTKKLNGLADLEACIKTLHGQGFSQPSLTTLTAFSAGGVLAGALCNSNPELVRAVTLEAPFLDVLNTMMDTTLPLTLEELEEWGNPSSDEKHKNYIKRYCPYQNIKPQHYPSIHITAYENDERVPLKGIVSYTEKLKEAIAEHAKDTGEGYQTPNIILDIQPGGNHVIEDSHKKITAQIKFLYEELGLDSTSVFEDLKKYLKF
ZTA DNA inh – counter-screen for EBNA-1 inhibitors: inhibitors of Epstein-Barr virus ZTA; 320,000 compounds, 0.15% hits; AID 2234; ZTA-DNA binding, fluorescence polarization; inhibition, % at 11 µM; in the data active = inhibition above about 33%
Target sequence (P03206 whole entry, looked up): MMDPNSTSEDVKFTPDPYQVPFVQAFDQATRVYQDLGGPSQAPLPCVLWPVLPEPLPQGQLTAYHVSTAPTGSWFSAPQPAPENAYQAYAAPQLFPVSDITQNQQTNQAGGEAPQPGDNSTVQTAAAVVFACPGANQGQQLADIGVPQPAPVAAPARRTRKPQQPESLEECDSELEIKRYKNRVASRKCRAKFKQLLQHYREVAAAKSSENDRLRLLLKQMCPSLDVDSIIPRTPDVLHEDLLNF
PP1 counter – PP1-alpha phosphatase inhibitors, primary screen, counter-screen for PP5 inhibitor project, biochemical, fluorescence, OMFP substrate, single point | AID 2235, 2010 | inhibition, % at 6.7 µM | purified PP1alpha | 320,000 compounds, 0.9% hits;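 active = inhibition above the mean inhibition of all tested compounds plus 3 SD, computed separately for each screening campaign, cut at about 15% in these data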
Efflux pump inh – inhibitors of Candida efflux pumps in yeast, primary screen, S. cerevisiae, Nile Red, multiplex; inhibition, % at 10 µM; 330,000 compounds, 0.44% hits; S. cerevisiae Candida pump triplex; AID 485275, 2010;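 active = plate passing quality check with inhibition over a set limit, or well fluorescence over plate mean plus 4 SD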;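 also: Nile Red retained in pooled yeast measured as flow cytometry median fluorescence; 0% = buffer negative control and 100% = Enniatin B positive control; higher means more Nile Red kept so more efflux inhibition; some compounds called inactive have numbers as strong as hits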
TPT1 inh – Candida albicans TPT1 enzyme inhibitors, primary screen, biochemical, fluorescence polarization; tRNA 2'-phosphotransferase TPT1 (Candida albicans SC5314); recombinant caTPT1, FP RNA substrate dephosphorylation; inhibition, % at 5 µM; 300,000 compounds, 0.81% hits;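 active = inhibition above the mean of all tested compounds plus 3 SD, set per screening campaign, cut at about 24% in these data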;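 also: plate controls were DMSO alone for no effect and ferristatin control at 100 nM for full effect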
PP5 inh – PP5 phosphatase inhibitors, primary screen, biochemical, fluorescence. purified PP5c, OMFP substrate fluorescence. inhibition, % at 6.7 µM. 320,000 compounds, 0.18% hits. AID 1987, 2009;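 active = inhibition above the campaign's mean inhibition across all tested compounds plus 3 SD, cut at about 9.5% in these data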;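 also: 0% = DMSO only and 100% = 100 µM cantharidin control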
CTSL1 counter – Fasciola hepatica cathepsin L1 inhibitors, primary screen, counter-screen for PFM18AAP inhibitor project, biochemical, QFRET, fluorogenic peptide substrate. recombinant F. hepatica cathepsin L1, Z-Leu-Arg-MCA fluorescence. inhibition, % at 5.96 µM. 300,000 compounds, 0.49% hits;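 active = inhibition above the mean of all tested compounds plus 3 SD, set per screening campaign, cut at about 17% in these data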;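 also: 0% = plate median of test compound wells and 100% = 1 µM Z-Phe-Ala-diazomethylketone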
EBNA-1 inh – EBNA-1 DNA-binding inhibitors, primary screen, biochemical, fluorescence polarization | inhibition, % at 14.8 µM | 300,000 compounds, 0.34% hits; in the data active = inhibition above about 28%
The depositor's hits bear a star; nt = not tested or not shown. A portion of the library; rates above refer to the full screens.

nr	Molecule	TPT1 inh	PREPL inhibitor	CTSL1 counter	Efflux pump inh	core dimer inh	EBNA-1 inh	PP1 counter	PP5 inh	ZTA DNA inh
1	Cc1ccc(N2C(=O)C3CC3C2=O)cc1 (centres undefined)	-0.3	-5.4	-2.7	0.0	-3.9	2.9	1.6	1.0	1.9
2	CCOc1ccc(NC(=O)CN2CCN(CC(=O)Nc3ccc(C(=O)OC)cc3)CC2)cc1	3.9	8.1	-2.6	0.3	-2.7	-1.1	-2.9	3.0	-5.6
3	Cc1ccc(N(CC(=O)NC(C)C)C(=O)CCC(=O)Nc2nccs2)cc1C	-0.6	-2.3	-11.2	0.2	3.0	-5.8	0.0	1.2	5.7
4	COCC(=O)Nc1nnc(CCc2ccccc2)s1	-0.2	-5.5	-1.4	-0.1	-3.6	-3.2	-0.9	-2.1	-2.5
5	CCc1ccccc1NS(=O)(=O)c1cccc2nsnc12	-1.1	9.4	2.6	-0.1	-8.6	-11.7	2.3	-0.3	-4.3
6	CCOC(=O)c1cc2ccccc2nc1C	6.1	-4.8	1.4	0.0	-0.8	-14.2	-1.8	-1.5	4.0
7	CCOc1cc(S(=O)(=O)NCc2ccccc2)ccc1Br	1.0	-11.8	-1.1	0.0	3.2	4.1	0.1	2.7	8.4
8	C/C(=N/N=C1/NC(=O)CC(C(=O)Nc2ccccc2)S1)c1cccs1 (centres undefined)	1.5	1.0	-2.1	0.0	4.5	5.7	-1.2	5.2	-6.6
9	COc1ccc(C(C)NC(=O)c2ccc(Cl)cc2)cc1OC (centres undefined)	1.5	0.6	-2.0	-0.4	-3.8	-1.2	0.0	0.7	-0.3
10	COc1ccc(-n2c(=S)[nH]c3[nH]ncc3c2=O)cc1	-1.1	-2.8	0.6	0.2	0.7	-7.4	-3.5	0.8	-4.0
11	Cc1c(C(=O)N2CCC(C)CC2)oc2ccc3c(c12)C(O)CC1(CCCCC1)O3 (centres undefined)	-3.5	-4.3	-0.4	0.1	8.4	2.2	1.8	2.6	9.8
12	CC(C)(C)NC(=O)C1CCC(CNS(=O)(=O)c2cccc3nsnc23)CC1 (centres undefined)	-2.9	2.1	-2.1	-0.1	0.9	6.0	0.7	0.2	7.0
13	NCCCC[C@H]1CNC(=O)C(=O)N1CCc1cccc(F)c1	-2.9	8.1	1.8	0.0	7.5	2.6	-0.7	1.0	23.4
14	COc1ccccc1N1CCN(C(=O)CN2C(=O)C3CCCCC3C2=O)CC1 (centres undefined)	-3.1	5.1	-1.0	0.0	10.5	8.7	-3.8	-0.4	3.1
15	CCC(C(=O)NC(C)CCc1ccco1)n1nc(C)n2c(cc3occc32)c1=O (centres undefined)	-1.4	-1.1	-0.6	0.0	-1.2	-2.8	1.9	2.5	-5.9
16	Cc1cc2ncn(N)c2cc1C	-3.5	3.7	-3.6	0.0	2.2	-2.1	-0.1	0.7	14.3
17	COC(C/C=C\C(=O)COCc1ccccc1)OC	-1.8	-4.5	-2.4	nt	12.3	-10.9	1.4	2.2	-9.9
18	CNC(=O)c1ccccc1NC(=O)c1ccc(C)c(S(=O)(=O)N2CCCCC2)c1	0.0	10.2	1.2	-0.2	5.5	10.1	-2.3	3.6	3.4
19	COc1ccc(CN2CCNC(=O)C2CC(=O)N(C)CCC2CCOCC2)c(OC)c1 (centres undefined)	0.4	11.7	0.6	-0.1	-1.7	14.8	2.1	-2.9	10.8
20	COCCNC(=O)COc1ccc(Nc2ccccc2)cc1	-4.5	9.2	1.3	0.0	-9.5	4.5	0.7	0.7	1.8
21	CCc1ccc(N2CC34C=CC(O3)C(C(=O)OC(C)C)C4C2=O)cc1 (centres undefined)	2.3	3.4	0.5	0.0	-2.5	-15.8	-8.3	0.7	-13.6
22	Cc1nn(CC(=O)NCc2ccco2)c(C)c1[N+](=O)[O-]	-0.3	12.8	-3.2	0.0	3.0	-7.9	-2.0	0.7	23.8
23	Cc1cc(C(=O)OCn2nnc3ccccc3c2=O)c(C)n1-c1ccccc1	1.0	10.0	1.4	0.5	20.9	1.3	2.2	3.4	-10.3
24	CCc1cccc(CC)c1NC(=S)N(CCN(C)C)C(C)c1cccnc1 (centres undefined)	-3.4	-9.7	0.9	0.1	-3.6	-8.3	2.2	-1.4	1.0
25	C=CCNC(=S)NCCO	-1.5	-1.9	-0.6	-0.1	-8.4	-0.7	-2.3	-0.3	-1.7
26	C/C(=N\Nc1nc2ccccc2[nH]1)c1ccccn1	-1.1	16.8	-0.1	-0.1	-12.0	-4.0	8.6	1.0	-2.4
27	CCOc1cccc(OCCCOc2ccccc2)c1	-8.3	-13.4	0.3	0.0	-1.9	-8.2	-1.4	1.6	-10.8
28	COc1cc(-n2c(=O)c3ccccc3n(Cc3cccc(F)c3)c2=O)cc(OC)c1OC	3.1	16.8	3.6	0.0	-0.5	6.8	-2.8	-0.7	-7.7
29	Cc1c(-c2ccc(F)cc2)nc(N)c(C#N)c1-c1cccs1	1.9	9.1	-0.3	0.0	3.0	11.4	0.4	7.0	-19.2
30	O=C(O)C1CCC(=O)N(C2CCCCC2)C1c1ccccc1Cl (centres undefined)	1.9	14.1	2.5	-0.1	-7.8	1.0	-1.2	1.3	-6.7

Reprinted at random: 3 entries already listed
nr	Molecule	TPT1 inh	PREPL inhibitor	CTSL1 counter	Efflux pump inh	core dimer inh	EBNA-1 inh	PP1 counter	PP5 inh	ZTA DNA inh
28	COc1cc(-n2c(=O)c3ccccc3n(Cc3cccc(F)c3)c2=O)cc(OC)c1OC	3.1	16.8	3.6	0.0	-0.5	6.8	-2.8	-0.7	-7.7
23	Cc1cc(C(=O)OCn2nnc3ccccc3c2=O)c(C)n1-c1ccccc1	1.0	10.0	1.4	0.5	20.9	1.3	2.2	3.4	-10.3
22	Cc1nn(CC(=O)NCc2ccco2)c(C)c1[N+](=O)[O-]	-0.3	12.8	-3.2	0.0	3.0	-7.9	-2.0	0.7	23.8

Next section
nr	Molecule	TPT1 inh	PREPL inhibitor	CTSL1 counter	Efflux pump inh	core dimer inh	EBNA-1 inh	PP1 counter	PP5 inh	ZTA DNA inh
31	COc1ccc(C(=O)CC(=O)C(=O)Nc2cc(Cl)c(OC)cc2OC)cc1	1.9	9.7	3.6	-0.1	-0.1	-5.4	0.5	0.2	2.9
32	CC(=O)c1ccc(N=Nc2c(C)[nH][nH]c2=O)cc1	1.1	-7.6	4.0	0.0	-6.7	-8.2	-3.0	3.9	-13.8
33	CCCN(CCC)CCCNC(=O)c1cc2cc3ccc(OC)cc3nc2o1	-0.8	-11.5	4.7	0.0	-1.7	9.8	-4.9	1.9	-2.3
34	N=c1ccn(Cc2cccc(F)c2)cc1	0.8	5.5	7.5	0.4	-3.4	-11.4	-2.6	-0.7	7.0
35	CCCCCCCC(=O)Nc1ccc(S(=O)(=O)Nc2nccs2)cc1	-0.2	0.0	2.3	-0.3	8.0	10.4	2.6	4.5	1.0
36	Cc1ccc(NC(=O)Nc2cnccn2)cc1C	-1.4	-19.0	4.2	-0.1	-0.5	4.5	-1.6	-1.7	0.6
37	CCN1CCN(C(=O)C2CCN(c3nnc(C)c4c(C)n(-c5ccc(C)cc5)nc34)CC2)CC1	1.7	41.5	-0.5	0.1	-2.2	-9.2	-0.4	1.4	7.3
38	O=C(COCc1cc(-c2ccc3c(c2)OCO3)on1)N1CCCCC1	0.6	9.7	-1.6	0.1	13.8	10.2	-2.4	1.5	2.8
39	COc1ccccc1CNc1ccc([N+](=O)[O-])cc1C	-7.3	12.1	-0.7	-0.2	1.3	8.9	4.1	2.1	-4.3
40	COCCCNC(=O)/C=C/c1ccc(OCc2c(F)cccc2Cl)cc1	-3.0	31.3	-2.5	0.0	-3.1	6.7	-0.8	2.6	-9.1
41	CC(C)CC(NC(=O)C(NC(=O)C(Cc1ccc(OCc2ccccc2)cc1)NC(=O)OC(C)(C)C)C(C)C)C(N)=O (centres undefined)	-1.6	12.0	0.1	0.1	-2.5	-0.3	3.0	2.2	-2.5
42	CCCNC(=O)CCCN1C(=O)c2ccccc2Sc2ncccc21	3.5	14.3	1.2	0.0	-6.9	-8.4	-0.8	-2.2	1.9
43	CN(C)S(=O)(=O)c1ccc2c(c1)C(CC(=O)O)NC2=O (centres undefined)	-1.8	6.3	7.3	-0.2	-9.4	-5.3	-7.1	-4.6	-7.4
44	CC(C)C(C(=O)Nc1sc2c(c1C#N)CCCCC2)N1C(=O)c2ccccc2C1=O (centres undefined)	-3.9	-6.9	-1.3	0.1	14.5	-4.1	-1.2	4.5	-15.0
45	O=C(O)CN1CCN(Cc2ccccc2)C1=O	-0.9	9.2	1.3	0.1	-2.4	-15.2	-3.2	2.6	5.3
46	CCN(CC(=O)NCCCn1ccnc1)S(=O)(=O)c1ccc(C)cc1	-0.3	-4.6	-2.1	0.2	-0.9	5.2	-2.2	0.4	3.4
47	CCOc1ccc(C(=O)CCCC(=O)c2ccc(OCC)cc2)cc1	-4.7	2.8	0.3	-0.2	-5.5	-0.2	-0.4	-0.7	-8.7
48	CCOC(=O)N1CCN(CC(O)c2c[nH]c3ccc(OC)cc23)CC1 (centres undefined)	-0.8	10.9	0.5	1.5	-0.8	-5.3	-1.9	1.6	4.5
49	CN(C)S(=O)(=O)n1cc(/C=C(\NC(=O)c2ccccc2F)C(=O)N2CCCC2)c2ccccc21	-4.2	22.3	-1.1	0.1	-0.8	2.7	-0.9	-3.9	4.0
50	Cc1ccsc1C(=O)Nc1n[nH]c(C(F)(F)F)n1	-2.0	13.4	-0.8	-0.1	-6.1	4.1	-2.7	1.4	4.2
51	CC(C)CC(=O)NC(=S)Nc1nc(-c2cccc3ccccc23)cs1	-3.5	10.5	-0.4	0.0	18.0	7.6	3.5	2.5	18.6
52	O=C(COC(=O)Cc1cccc(C(F)(F)F)c1)NCc1ccco1	nt	-4.8	nt	-0.2	nt	nt	0.5	0.2	10.9
53	Cc1c(NC(=O)Nc2cccc(C#N)c2)c(=O)n(-c2ccccc2)n1C	-0.9	-4.9	-1.0	0.2	-2.7	0.7	1.1	2.6	-5.6
54	C/C(=N\NC(=O)c1ccccc1Cl)c1ccccn1	-2.8	-0.6	-0.9	-0.3	-10.6	2.0	0.4	0.6	-5.4
55	CC1CCN(C(=O)COC(=O)c2ccc(N3CCCC3=O)cc2)CC1	nt	-3.5	nt	0.3	nt	nt	-1.7	-0.7	3.9
56	Cc1ccc(CNC(=O)CCCC(=O)Nc2cc(C)on2)cc1	-1.0	-3.9	1.2	-0.1	0.2	10.4	-0.4	-1.8	3.3
57	O=C(CCc1ccccc1)N/N=C/c1cccc([N+](=O)[O-])c1	-2.0	-5.8	-2.2	0.0	-2.3	-5.9	-0.8	0.1	-1.2
58	Oc1ccc(Oc2ccc3c(C(F)(F)F)cc(C(F)(F)F)nc3n2)cc1	0.8	10.0	-2.0	-0.1	7.8	16.5	2.2	2.4	0.0
59	CCC(C)Sc1nc2c(c(=O)[nH]c(=O)n2C)n1CC(O)COc1ccccc1C (centres undefined)	-3.4	22.3	1.6	0.0	1.9	-2.6	1.7	1.6	2.8
60	CCc1ccc(NC(=O)C(=O)NNC(=O)COc2cccc(OC)c2)cc1	0.8	9.1	-12.0	-0.4	-3.3	-5.6	3.0	-1.7	-16.5
61	COc1ccc(C(=O)NC(=S)NNC(=O)c2ccc(C)cc2)cc1	-3.2	3.5	1.1	-0.2	-4.5	-6.6	-1.0	2.4	-2.4

Source: PubChem BioAssay
